yeast sgs1 mgt1: NCI yeast anticancer drug screen, S. cerevisiae sgs1 mgt1 strain; AID 161, 2004; growth inhibition, % at 50 µM; hit rate 10% among 78,000;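 further: 0% = growth of vehicle-only cultures of the same strain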
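Mutant yeast exposed to compound; growth scored against vehicle-only wells.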
mec2-1: NCI yeast anticancer drug screen, S. cerevisiae mec2-1 strain; % growth inhibition at 50 µM; hit rate 9% among 79,000; AID 157, 2004;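 further: 0% = growth of vehicle-only cultures of the same strain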
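Cells of the genetically defined mec2-1 yeast strain are incubated with test compound. Inhibition of growth is calculated against vehicle-treated controls.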
bub3: NCI yeast anticancer drug screen, S. cerevisiae bub3 mutant strain; % growth inhibition at 50 µM; hit rate 9.9% among 78,000; AID 167, 2004;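 further: 0% = growth of vehicle-only cultures of the same strain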
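Inhibition values come from growth of compound-treated mutant yeast normalised to vehicle-treated controls.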
cln2 rad14: NCI yeast anticancer drug screen, S. cerevisiae cln2 rad14 strain; AID 165, 2004; hit rate 8.3% among 78,000; % growth inhibition at 50 µM;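 further: 0% = growth of vehicle-only cultures of the same strain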
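Yeast strain cln2 rad14, bearing defects in cell cycle control and DNA repair, serves as the test system; values reflect growth inhibition compared with vehicle.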
yeast mlh1 rad18: NCI yeast anticancer drug screen, S. cerevisiae mlh1 rad18 strain | growth inhibition, % at 50 µM | hit rate 11% among 79,000 | AID 175, 2004;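 further: 0% = growth of vehicle-only cultures of the same strain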
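Cells of a genetically altered yeast strain, deficient in DNA damage repair, were treated with compound. Their growth was then compared with that of vehicle-treated cultures to give inhibition.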
rad50: NCI yeast anticancer drug screen, S. cerevisiae rad50 strain | growth inhibition, % at 50 µM | hit rate 10% among 79,000;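 further: 0% = growth of vehicle-only cultures of the same strain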
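Growth of the mutant yeast was measured after compound exposure and referenced to vehicle-treated cultures.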
Numbers without * were called inactive; x = not tested or not shown; & = joins results of further samples. No stated cut-off is given here; in the data, active means growth inhibition above about 70%; inactive means the rest.

Each structure is followed by: yeast sgs1 mgt1, mec2-1, bub3, cln2 rad14, yeast mlh1 rad18, rad50
- CCCCCCCC(CC(=O)O)OC(=O)CC(CCCCCCC)OC1OC(C)C(O)C(O)C1OC1OC(C)C(O)C(O)C1O (stereo not given)
→ 92*, 92*, 90*, 82*, 84*, 87*
- C[n+]1c(/C=C\C=C\N2CCCCC2)sc2ccccc21
→ 34, 15, 32, 2, 28, 29
- CCCNC(=O)c1ccc(S(N)(=O)=O)cc1
→ -13, 1, 3, -5, 0, -2
- O=C(c1ccccc1)C1CCC1
→ 10, -5, 8, -18, 7, 23
- NC(CS/C(Cl)=C/Cl)C(=O)O (stereo not given)
→ 93*, 94*, 89*, 92*, 98*, 92*
- CCOc1ccc(N=Nc2c(C)nc(N)nc2-c2ccccc2)cc1
→ 4, -15, 35, -5, 24, 20
- c1ccc([Si](c2ccccc2)(c2cccs2)c2cccs2)cc1
→ 12, 6, 4, 8, 26, -8
- CCOC(=O)[C@H]1Nc2ccc(O)cc2C2c3ccccc3CC21 (stereo not given in full)
→ 60, 29, 67, 45, 62, 65
- CSc1nc2ccc(N=Cc3ccccc3O)cc2s1
→ -6, -8, 18, -13, -13, -26
- COc1cnn(-c2ccccc2)c(=O)c1SCc1ccc(Cl)cc1
→ -2, -12, 31, -2, 7, -6
- COC1OC(CS(=O)(=O)O)C(O)C(O)C1O (stereo not given)
→ -2, -2, -32, -14, -4, -44
- COC1=C(N(C)C)C(=O)c2ccccc2C1=O
→ 11, 1, -15, 7, 5, 21
- CNC(=O)c1ccc(/C=C/c2c[nH]c3ccccc23)[n+](C)c1
→ -9, -8, -3, -11, -13, -25
- COc1cc2c(cc1OC)C(=O)C1(CO)COC(=O)C1C2 (stereo not given)
→ -2, -19, -1, -1, 6, -8
- O/N=C/c1ccc(Cl)cc1
→ -12, 16, -3, -15, -4, -43
- CCOC(=O)c1ccc(C(Br)Br)cc1
→ 13, 5, 6, 28, 30, 38
- O.O.O=C(O)C(O)C(O)C(OC1OC(CO)C(O)C(O)C1O)C(O)CO.O=C(O)C(O)C(O)C(OC1OC(CO)C(O)C(O)C1O)C(O)CO.[NH-]C1CCCCC1[NH-].[Pt+2] (stereo not given)
→ 100*, 100*, 99*, 73*, 99*, 95*
- CC(C)[C@@H](C)[C@@]1(C)C[C@@H]1[C@@H](C)[C@H]1CC[C@@H]([C@@H]2CC=C3C[C@@H](O)CC[C@]3(C)C2=O)[C@]1(C)CCO
→ 19, 10, -7, -18, -3, 14
- NN1C(=O)CS/C1=N\C(=S)N/N=C1/SCC(=O)N1N
→ 10, -6, -3, -23, 8, 10
- O=C(O)c1cccnc1C(=O)O
→ -2&3, -5&-9, -28&-12, 10&-30, 9&4, 11&-24
- CN(C)c1ccc(C(=O)C2N=NCC2c2ccccc2)cc1 (stereo not given)
→ 13, -1, 13, 7, 17, 10
- c1cc2cc(C3=NCCN3)[nH]c2cc1C1=NCCN1
→ 29, 35, 19, 43, 26, 13
- Cc1ccccc1-n1c(=O)nc2n(-c3ccc(C(C)(C)C)cc3)c3ccccc3cc-2c1=O
→ 6, -5, 0, -13, 4, 3
- COC(=O)CCC(C#N)(CCC(=O)OC)c1ccccc1
→ 6, 9, 64, 24, -6, 1
- O=C(O)C1CCCN1 (stereo not given)
→ -19, -6, 23, 0, 11, -4
- O=[N+]([O-])c1ccc2c(c1)oc1ccccc12
→ -4, 4, -5, -12, 6, 12
- Cc1ccc(NC(=O)/C(Cl)=C(\Cl)C(=O)O)cc1C
→ 99*, 100*, 100*, 72*, 99*, 99*
- O=C(O)C(C(=O)O)C(c1ccccc1)c1ccccc1Br (stereo not given)
→ 28, 17, 24, -184, 30, 5
- O=Cc1ccc2cc(Cl)ccc2n1
→ 10, 18, -14, 47, 3, -15
- Cc1cc2cc(Cl)ccc2nc1C(=O)c1ccccc1
→ -3, -24, -7, 18, -19, -6

(list continues)
molecule	yeast sgs1 mgt1	mec2-1	bub3	cln2 rad14	yeast mlh1 rad18	rad50
CSc1nc(NC2OCC(O)C(O)C2O)c(Cl)c(=O)n1C (stereo not given)	3	-8	1	18	3	-28
CS(=O)(=O)OC[C@@H](O)[C@@H](O)COS(C)(=O)=O	-2	7	4	-57	-7	-2
Cc1cc(C)n(N)c(=O)c1C#N	-31	-57	-41	-16	-41	-52
O=[N+]([O-])c1ccc([I+]c2ccccc2)cc1	87*	86*	88*	83*	x	83*
NC(=O)c1c(N)nnc(-c2ccccc2)c1-c1ccccc1	-6	-8	-3	-26	-16	-6
Clc1ccc(-c2c3nc(c(-c4ccc(Cl)cc4)c4ccc([nH]4)c(-c4ccc(Cl)cc4)c4nc(c(-c5ccc(Cl)cc5)c5ccc2[nH]5)C=C4)C=C3)cc1	-12	-18	-14	16	-19	-31
O=[S@]1Nc2cc(N=Nc3ccccc3)ccc2S1	0	16	-5	-10	-12	-3
S=c1[nH]nc2scnn12	4	4	7	-46	-9	-3
O=C1C2=C(CCCC2)Nc2cccc3ncn1c23	-57	-39	-38	-20	-40	-26
CCOC(=O)CNC(=O)C(CCC(=O)N(C)O)NC(=O)CCC(N)C(=O)O (stereo not given)	-1	-6	4	0	-36	-20
COc1cc(C2c3cc4c(cc3OC(C)(O)C2C(C)=O)OCO4)cc(OC)c1O (stereo not given)	-26	-2	3	-4	9	-5
CC1=NN(C(=O)c2ccc(Cl)cc2)C(=O)/C1=C/c1ccc(Cl)cc1	-69	-47	-33	-20	-44	-29
Cc1ccc(S)c(C(O)(C(F)(F)F)C(F)(F)F)c1	12	4	8	4	23	-5
O=C(N/N=C/C=C/c1ccccc1)c1ccco1	22	-3	8	10	14	29
CNCCC=C1c2ccccc2CCc2ccccc21	-40	-15	-49	-26	23	0
CCCOC(=O)c1ccc(C(C)C)cc1	-5	1	2	4	-1	1
COc1c2cc(C(C)(C)C)cc1CSCc1cc(C(C)(C)C)cc(c1OC)CCCCC2	16	-3	-15	-14	-2	-1
CCN(CCNc1cc(OC)cc2cccnc12)CC(C)C	2	10	7	14	17	23
CN(C)C1CCC2C(=C1OC(=O)c1ccccc1)C=Cc1ccccc12 (stereo not given)	32	13	23	-1	67	25
Cc1ncc([N+](=O)[O-])n1CCNC(=O)CCCCn1ccnc1[N+](=O)[O-]	-9	-4	7	15	-45	5
CC(C)C(=O)CC(c1ccc(Cl)cc1)N1N=C(C(C)C)CC1c1ccc(Cl)cc1 (stereo not given)	7	15	40	-27	14	8
COc1cc(-c2ccc(N=C=O)c(OC)c2)ccc1N=C=O	10	-27	30	-6	-8	-4
O=S(=O)([O-])[O-].O=c1[nH]cnc2[nH]ncc12.O=c1[nH]cnc2[nH]ncc12.[Zn+2]	-16	4	-21	4	-18	-26
CCCc1c(O)c2ccccc2[nH]c1=O	-38	12	16	15	-8	11

As a working copy, some entries already given.
molecule	yeast sgs1 mgt1	mec2-1	bub3	cln2 rad14	yeast mlh1 rad18	rad50
CCCCCCCC(CC(=O)O)OC(=O)CC(CCCCCCC)OC1OC(C)C(O)C(O)C1OC1OC(C)C(O)C(O)C1O (stereo not given)	92*	92*	90*	82*	84*	87*
C[n+]1c(/C=C\C=C\N2CCCCC2)sc2ccccc21	34	15	32	2	28	29

The main list resumes, starting 2 compounds before the break.
molecule	yeast sgs1 mgt1	mec2-1	bub3	cln2 rad14	yeast mlh1 rad18	rad50
O=S(=O)([O-])[O-].O=c1[nH]cnc2[nH]ncc12.O=c1[nH]cnc2[nH]ncc12.[Zn+2]	-16	4	-21	4	-18	-26
CCCc1c(O)c2ccccc2[nH]c1=O	-38	12	16	15	-8	11
Nc1ccccc1/C(O)=C1/CCOC1=O	2	-24	15	2	-3	1
Cc1cc(OC(=O)c2c(C)cc(OC(=O)c3c(C)cc(O)cc3O)cc2O)cc(O)c1C(=O)O	-19	-45	-27	-4	-2	-7
COC(=O)NN1C(=O)C(=P(c2ccccc2)(c2ccccc2)c2ccccc2)C(C(=O)OC)=C1C	-4	-19	-11	5	-18	-12
Clc1ccc2ncccc2c1	8	18	8	-24	17	30
NNC(=O)N/N=C1\C(=O)N(c2nccs2)C(=O)C(=O)C1c1nc2ccccc2s1 (stereo not given)	-33	-22	-5	11	-19	-26
COc1ccccc1NC(=O)C(Cc1ccccc1)NC(C)=O (stereo not given)	-2	4	8	-51	3	25
Cc1ccc(C(c2ccc(C)c(C)c2)C(O)C(O)C(O)CO)cc1C (stereo not given)	1	-2	7	13	9	20
Cc1cc(NC(=O)C(=O)CC(=O)c2cccnc2)no1	-8	-2	-6	-52	-4	-59
O=C(Nc1ccc(Br)cc1)Oc1ccc(Cl)cc1C(=O)c1ccccc1	19	8	42	30	20	38
CCN(CC)Cc1cc(Nc2c3ccccc3nc3c4ccccc4n(C)c23)cc(CN(CC)CC)c1O	12	-4	18	3	-10	3
CC1=C(C)CC2(CCCCC2=O)S(=O)C1 (stereo not given)	-10	-29	16	11	3	-35
Cc1nc(-c2cccnc2)sc1C(=O)/C=C/c1ccc(Cl)cc1Cl	4	-2	4	9	9	13
CSc1ncn(C)c1C(N)=O	2	4	-3	-5	11	0
COC(=O)CCCCI	14	-22	0	21	-6	-9
O=C1NN(Cc2ccccc2)C(=O)N2CCC[C@@H]12	-21	-7	-18	7	-19	-22
COc1cccc(C(=O)NNC(=O)c2cccc3ccccc23)c1	-27	-59	-34	-10	-21	-47
CCCCC(=O)N1SC(NC(=O)OC)=Nc2ccccc21	62	42	92*	67	76*	61
C=Cc1cccc([N+](=O)[O-])c1	7	0	20	16	-4	16
N#Cc1cccc(Br)c1	-1	-16	-15	-11	13	-12
Cc1c(/C=C2/CCCCC2=O)c2ccccc2n1C	13	-3	0	-7	-6	19
CN(C)C(C)(C)CO	-6&-6	-4&-4	0&12	-5&-10	0&4	-4&0
CC(SCCNC(N)=O)C(N)=O (stereo not given)	-7	-8	7	-28	-14	-16
C1=C([P+](c2ccccc2)(c2ccccc2)c2ccccc2)CCCC1	88*	92*	87*	86*	92*	90*
C1=C(c2ccccc2)C(N2CCOCC2)Oc2ccccc21 (stereo not given)	11	0	30	18	46	21
NC(=O)c1ccccn1	15	-5	1	18	28	21
Nc1ccc(Cc2ccccc2)c(O)c1	-17	5	-4	-48	-37	15
C/C(=N\NS(=O)(=O)c1ccc(C)cc1)c1cc2ccccc2n1C	63	44	61	78*	65	75*
CC(C)SCCOC(=O)C1C2CCC(O2)C1C(=O)O (stereo not given)	8	17	14	18	33	27
CC(=O)Nc1ccc(/C=C/C(=O)c2sc(-c3nc(C)c(C(=O)/C=C/c4ccc(NC(C)=O)cc4)s3)nc2C)cc1	7	27	32	45	22	-4
O=C(Nc1ccc(S(=O)(=O)NC2CCCCC2)cc1)Oc1ccccc1C(=O)O	40	-2	16	26	32	49
CCOC(=O)N1C(c2ccccc2)N(c2ccccc2)C(c2ccccc2)N1C(=O)OCC (stereo not given)	23	5	-16	3	15	5
COc1cc(C2c3cc4c(c(OC(=O)c5ccccn5)c3CC3COC(=O)C32)OCO4)cc(OC)c1OC (stereo not given)	12	10	13	-10	34	8
